C8 TRAIL sens: sensitizes caspase-8 expressing cells to TRAIL | NB7+C8 cells + TRAIL, ATPlite viability luminescence | inhibition (viability loss, TRAIL sensitization), % at 10 µM | hit rate 1% among 360,000;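 active = compounds causing at least 50% loss of cell viability in the single-dose screen, relative to plate controls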
CF NFkB block: inhibitors of cystic fibrosis induced NF-kB | KKLEB NF-kB-GFP reporter, PAF-induced, GFP fluorescence overnight | inhibition, % at 5 µM | hit rate 0.86% among 360,000;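 active = at least 50% inhibition at 5 µM, scaled per plate between neutral and stimulator controls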;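 note: PAF is a Pseudomonas aeruginosa culture filtrate used as stimulus; plate controls were PAF-stimulated DMSO wells for no effect and unstimulated DMSO wells for full effect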
NCOA2 inhibitor: inhibits human steroid receptor coactivator 2. Q15596. HEK293 GAL4-SRC2 luciferase reporter, luminescence. inhibition, % at 9 µM. hit rate 0.17% among 370,000;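 active = inhibition above the mean inhibition of all tested compounds plus 3 SD, set per campaign, cut at about 52% in these data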;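 note: 0% = DMSO treated cells and 100% = cells given Gossypol at 36 µM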
SRC1 inh: inhibits human SRC1 coactivator | AID 588354 | hit rate 0.12% among 360,000 | inhibition, % at 3.6 µM | HEK293 GAL4-SRC1 luciferase reporter, luminescence;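 active = inhibition above the campaign mean plus 3 SD, with each screening campaign given its own cutoff, cut at about 60% in these data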;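 note: 0% = DMSO treated cells and 100% = gossypol at 36 µM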
NR5A2 inv ag: NR5A2 inverse agonism in reporter assay | O00482 | AID 602396 | hit rate 0.13% among 360,000 | inhibition, % at 3.6 µM | HEK293T StAR-luciferase reporter, LRH-1 transfected, 24 h;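 active = inhibition above the mean inhibition of all tested compounds plus 3 SD, cut at about 73% in these data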;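 note: 0% = DMSO wells and 100% = reporter-only cells lacking LRH-1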
Target sequence (O00482 whole entry, looked up): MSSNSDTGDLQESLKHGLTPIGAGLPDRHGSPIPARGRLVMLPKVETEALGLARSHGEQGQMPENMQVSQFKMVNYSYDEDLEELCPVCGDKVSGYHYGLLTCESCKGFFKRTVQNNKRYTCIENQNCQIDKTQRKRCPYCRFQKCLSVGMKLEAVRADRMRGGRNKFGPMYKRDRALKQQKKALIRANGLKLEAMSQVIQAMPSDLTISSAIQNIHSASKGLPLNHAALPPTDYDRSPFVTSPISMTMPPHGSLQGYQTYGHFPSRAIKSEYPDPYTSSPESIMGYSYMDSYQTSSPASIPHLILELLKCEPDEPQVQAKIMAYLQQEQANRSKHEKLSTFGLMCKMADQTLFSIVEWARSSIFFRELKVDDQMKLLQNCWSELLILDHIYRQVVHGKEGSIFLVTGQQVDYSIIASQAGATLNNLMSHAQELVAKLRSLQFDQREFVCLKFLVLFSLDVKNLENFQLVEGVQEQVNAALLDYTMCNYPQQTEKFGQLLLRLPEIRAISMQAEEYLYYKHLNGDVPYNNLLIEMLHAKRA
TWEAK Fn14 block: TWEAK-Fn14 signaling inhibition | hit rate 2% among 360,000 | inhibition, % at 10 µM | TWEAK-stimulated Fn14 reporter cells, luciferase luminescence, 8 h; in the data active = inhibition above about 50%
TROY NFkB inh: blocks TROY-dependent signaling in reporter cells. Q293 LMP1-TROYcd NF-kB luciferase reporter, 4 h. hit rate 0.98% among 360,000. inhibition, % at 10 µM. AID 1347056;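 active = compounds whose plate-normalised and pattern-corrected inhibition of the luciferase reporter signal at the single screening dose is 50% or more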
KKLEB cytotox: counter-screen for CF NF-kB inhibitors: cytotoxicity; hit rate 0.36% among 360,000; activity change (cytotoxicity), % at 5 µM; KKLEB CF airway cells viability, ATPlite luminescence, overnight; active compounds read low; cells stimulated with P. aeruginosa culture filtrate; AID 602141;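 active = corrected activity change at or below -50% at 5 µM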
EBV LMP1 NFkB: inhibitors of Epstein-Barr LMP1-induced NF-kappaB reporter; LMP1-induced NF-kappaB luciferase reporter cells, luminescence; inhibition, % at 12.5 µM; hit rate 0.69% among 350,000; AID 504558; in the data active = inhibition above about 41%;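 note: 0% = neutral control wells and 100% = reference inhibitor control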
COUP-TFII inh: inhibitors of human COUP-TFII (NR2F2). HEK293T NGFI-A luciferase reporter, luminescence. inhibition, % at 8.6 µM. hit rate 0.7% among 370,000. AID 686940;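 active = inhibition above a per-plate cutoff, mean inhibition of test wells between control levels plus 3 SD, cut at about 38% in these data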;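 note: cells cotransfected with COUP-TFII expression vector driving the NGFI-A reporter; 0% = median of COUP-TF2 test wells and 100% = reporter-only cells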
Target sequence (P24468 whole entry, looked up): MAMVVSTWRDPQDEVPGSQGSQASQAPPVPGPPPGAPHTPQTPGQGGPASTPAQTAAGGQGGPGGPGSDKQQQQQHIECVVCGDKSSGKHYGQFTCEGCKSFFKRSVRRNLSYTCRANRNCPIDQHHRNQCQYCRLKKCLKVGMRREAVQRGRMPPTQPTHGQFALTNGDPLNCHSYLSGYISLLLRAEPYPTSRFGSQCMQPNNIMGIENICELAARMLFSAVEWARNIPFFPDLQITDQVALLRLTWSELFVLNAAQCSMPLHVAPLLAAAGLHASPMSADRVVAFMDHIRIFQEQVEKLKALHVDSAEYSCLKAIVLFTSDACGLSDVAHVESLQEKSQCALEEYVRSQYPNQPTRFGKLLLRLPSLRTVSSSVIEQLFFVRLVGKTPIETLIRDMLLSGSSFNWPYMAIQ
SRC3 inh: inhibits human SRC3 coactivator | Q9Y6Q9 | HEK293 GAL4-SRC3 luciferase reporter, luminescence | inhibition, % at 3.6 µM | hit rate 0.17% among 360,000;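 active = inhibition above a per-campaign cutoff, the mean of all compounds plus 3 SD, cut at about 60% in these data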;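 note: 0% = DMSO-treated cells and 100% = gossypol-treated cells at 36 µM; higher means less SRC3-driven luciferase light from the GAL4 reporter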
* hit, by the source's call; x = no result given.

SMILES | C8 TRAIL sens | CF NFkB block | NCOA2 inhibitor | SRC1 inh | NR5A2 inv ag | TWEAK Fn14 block | TROY NFkB inh | KKLEB cytotox | EBV LMP1 NFkB | COUP-TFII inh | SRC3 inh
Cc1ccc(-c2nn(-c3ccccc3Cl)cc2C(=O)NCC2CCCO2)cc1 (configuration not stated) | 13.5 | -9.6 | -0.9 | 11.4 | 14.1 | -16.6 | 8.6 | 17.0 | 2.6 | 8.5 | 5.2
CCC(=O)Nc1ccc2c(c1)nc(CN1CCCCC1)n2C | -10.1 | -7.0 | -29.5 | 7.2 | -6.1 | -0.7 | 4.7 | -3.2 | -7.1 | -6.5 | 2.1
Cc1ccc(CCN2CC(C(=O)NCCCN3CCCCC3)CC2=O)cc1 (configuration not stated) | 3.7 | 2.2 | 5.9 | -4.2 | 6.7 | 7.1 | -15.5 | -8.9 | -0.6 | -13.4 | 14.0
Cc1nn2c(-c3ccc(Cl)cc3Cl)nnc2s1 | 4.5 | 0.6 | -11.9 | -7.1 | -3.9 | -3.4 | -21.4 | 9.5 | -2.9 | -22.3 | -9.1
O=C(NCc1cccnc1)c1ccc(NS(=O)(=O)c2ccc(F)cc2)cc1 | -1.3 | -6.8 | -7.6 | 10.4 | -8.3 | 4.5 | -9.9 | 22.4 | 2.9 | 7.6 | 18.4
CC(=O)Oc1ccc(C(=O)Nc2cc(NC(=O)c3ccc(OC(C)=O)cc3)cc(C(=O)NC(C)(C)C)c2)cc1 | -19.9 | 17.5 | -5.7 | -6.4 | 13.3 | -7.8 | 5.2 | -4.6 | -5.8 | 9.6 | -3.2
CC1CCCN(C(C(=O)Nc2ccc3c(c2)OCO3)c2ccccc2)C1 (configuration not stated) | 13.7 | -12.1 | -13.7 | -5.5 | -16.2 | -19.1 | -13.6 | -0.7 | -4.2 | -14.6 | -1.8
CCCNC(=O)C1CCN(S(=O)(=O)c2ccc(-c3nn[nH]n3)cc2)CC1 | -6.6 | 3.5 | -17.7 | -6.2 | 7.2 | 1.7 | -4.8 | 8.0 | -4.3 | -8.6 | -0.9
Cc1ccc(-c2nc3n(n2)Cc2ccccc2-3)cc1 | 86.3* | -13.4 | 5.1 | -72.1 | -75.7 | 94.0* | 58.0* | -44.5 | 14.9 | -28.5 | -28.1
O=C(CN1C(=O)c2ccccc2S1(=O)=O)Nc1cccnc1 | 0.6 | 10.3 | -16.6 | -2.2 | -22.6 | 5.7 | 2.1 | -4.0 | 2.5 | -4.5 | 8.7
O=C(CN1C(=O)CSC1=O)N1CCCC(Nc2ccc(F)cc2)C1 (configuration not stated) | -21.5 | -23.2 | -29.8 | 10.4 | -1.8 | 89.2* | -19.4 | 8.4 | 3.4 | 3.2 | -12.2
COc1ccc(NC(=O)Cc2c(SC)c3ccccc3n2Cc2ccccc2)cc1 | 16.2 | 36.8 | -3.6 | 7.8 | -22.3 | -39.6 | 12.8 | -30.5 | -5.0 | 11.0 | 8.2
O=C(COC(=O)Cn1cnc2ccccc21)Nc1ccc(OC(F)F)cc1 | -6.0 | -11.5 | -18.1 | 3.0 | 3.7 | 7.6 | -5.3 | 10.6 | -4.7 | 7.7 | 21.7
S=c1[nH]nc2ccc3ccccc3n12 | -2.9 | 6.1 | -12.8 | 3.5 | 0.0 | 16.4 | 3.0 | -1.7 | x | 4.2 | 14.5
CO/N=C/c1ccc(Oc2ccc(C)cc2)c([N+](=O)[O-])c1 | 4.1 | 10.3 | -43.5 | -32.6 | 0.9 | -7.1 | -25.5 | 7.9 | -36.3 | 9.9 | -14.9

Sorted by value in EBV LMP1 NFkB (ascending): some entries from above.
Molecule | EBV LMP1 NFkB
CO/N=C/c1ccc(Oc2ccc(C)cc2)c([N+](=O)[O-])c1 | -36.3
CC1CCCN(C(C(=O)Nc2ccc3c(c2)OCO3)c2ccccc2)C1 (configuration not stated) | -4.2
Cc1ccc(-c2nn(-c3ccccc3Cl)cc2C(=O)NCC2CCCO2)cc1 (configuration not stated) | 2.6

Other entries follow.
SMILES | C8 TRAIL sens | CF NFkB block | NCOA2 inhibitor | SRC1 inh | NR5A2 inv ag | TWEAK Fn14 block | TROY NFkB inh | KKLEB cytotox | EBV LMP1 NFkB | COUP-TFII inh | SRC3 inh
O=C(O)c1nn(CC(=O)N2CCN(S(=O)(=O)c3ccc(Cl)cc3)CC2)c(=O)c2ccccc12 | -4.5 | 1.3 | -6.8 | -8.5 | -8.3 | -10.3 | 1.8 | -4.3 | 0.4 | 4.8 | -5.0
COc1ccc(C2=CC(=O)CC(c3ccc(OC)cc3)C2)cc1 (configuration not stated) | -3.1 | -0.7 | -10.0 | -20.2 | -32.7 | -20.7 | -49.3 | 3.7 | 24.5 | -30.9 | 0.6
Cc1cnc(C(=O)OCC(=O)Nc2cccc(Cl)c2)cn1 | -26.6 | 4.1 | -10.8 | -13.5 | -12.8 | -6.5 | 4.6 | 3.1 | -1.5 | -6.1 | 6.1
CC(Oc1ccccc1F)C(=O)NNC(=O)CCNC(=O)c1ccco1 (configuration not stated) | 7.1 | 11.7 | -4.2 | 0.6 | -3.8 | 5.2 | -0.7 | 7.6 | 1.4 | 6.1 | 5.8
O=C(Nc1cc(C(F)(F)F)cc(C(F)(F)F)c1)[C@H]1O[C@@H](n2ccc(=O)[nH]c2=O)[C@H](O)[C@@H]1O | -13.7 | 5.7 | -14.7 | -12.8 | 8.1 | -0.4 | 1.4 | -33.4 | x | -21.4 | 2.0
CN(CC1CCCO1)S(=O)(=O)c1ccc(C(=O)Nc2nc3cc4c(cc3s2)OCO4)cc1 (configuration not stated) | 35.4 | -30.7 | 18.0 | 41.5 | -2.2 | 52.6* | 29.9 | 17.1 | 15.9 | 38.5* | 37.4
O=C(CCCc1c[nH]c2ccccc12)NCCc1c[nH]c2ccccc12 | -7.3 | -18.1 | 6.4 | -6.8 | 20.1 | 0.3 | 13.1 | -0.2 | -9.9 | 3.6 | -1.5
N#CC1=C(N)Oc2cc(O)c(C=Nc3ccccc3)cc2C1c1ccccc1 (configuration not stated) | -9.2 | 41.4 | 8.2 | -11.2 | -28.3 | -6.8 | -61.9 | 15.8 | 10.0 | 37.2 | -2.9
COc1ccc(N2CCN(c3cc(C)c4ccc(O)cc4n3)CC2)cc1 | 9.4 | 1.1 | -14.7 | 0.1 | -10.1 | -0.4 | -24.3 | 15.6 | 8.2 | 3.6 | 5.8
COc1cccc(N2CCN(C3CC(=O)N(c4cccc(Cl)c4)C3=O)CC2)c1 (configuration not stated) | -4.5 | -10.8 | -11.0 | -5.1 | 8.5 | -6.6 | 11.9 | -7.9 | -0.1 | -2.1 | 4.4
CN1C=CC=C/C1=C1\SC(=S)N(CC(=O)O)C1=O | -0.5 | -13.2 | 4.3 | -38.9 | 6.0 | -4.5 | -14.9 | -0.2 | 0.0 | -8.6 | 5.3
Cc1cc(/C=C(\C#N)C(=O)OCC(=O)Nc2ccc(OC(F)F)cc2)c(C)n1CC(C)C | 2.8 | -17.1 | -43.7 | -12.5 | -15.4 | 0.6 | -6.7 | 2.2 | -8.6 | -17.4 | -6.5
CC(=O)c1cccc(NC(=O)CSc2ccc(-c3ccccn3)nn2)c1 | 6.6 | 21.2 | 2.9 | -30.4 | 26.0 | -3.6 | -11.1 | -8.4 | 3.1 | -8.1 | 8.5
CCOc1cc(/C=C2\C(=N)N3N=C(C)SC3=NC2=O)ccc1OCCOc1ccccc1 | -4.2 | -2.7 | -2.0 | -3.9 | -0.8 | 0.3 | 11.2 | 0.3 | 6.2 | 13.7 | -6.0
CCOc1ccc(S(=O)(=O)Nc2cccc(C(=O)NCC(c3ccco3)N(C)C)c2)cc1 (configuration not stated) | -13.1 | 1.6 | -10.0 | -0.4 | 7.9 | 2.5 | 8.1 | 1.7 | -5.2 | 15.0 | -4.5
CCCC(=O)n1nc(-c2ccccc2)nc1SC | -6.8 | -15.4 | -40.3 | -9.7 | -19.9 | -3.4 | 12.8 | 11.5 | 5.9 | -22.2 | -8.2
COc1ccc(NC(=O)CSc2nnnn2-c2ccccc2F)cc1 | -10.8 | -7.4 | -17.5 | -0.9 | -18.5 | -10.3 | -5.7 | -7.1 | 19.7 | -12.3 | -21.2
O=C(O)CCCC(=O)Nc1nc(-c2ccc(F)cc2)cs1 | -9.3 | -4.4 | 4.4 | 5.4 | -15.2 | 18.1 | 21.0 | 0.1 | -4.9 | 10.4 | -3.7
Cc1ccc(CN(C(=O)c2csnn2)C(C(=O)NC2CCCC2)c2ccco2)cc1 (configuration not stated) | -20.1 | 13.8 | -17.8 | -11.7 | 2.4 | 19.8 | 5.6 | -4.6 | 2.0 | 8.3 | 1.9
O=C(COC(=O)c1cc([N+](=O)[O-])ccc1N1CCOCC1)NC1CCCCC1 | -3.6 | -6.5 | -15.0 | -8.5 | 5.1 | -6.0 | -18.2 | -17.6 | 3.0 | -8.3 | 18.7
CC(C)(C)N(Cc1ccccc1)C(=O)CSc1nnc(CNc2ccc(F)cc2)o1 | -19.1 | -7.3 | -15.6 | 3.5 | 16.9 | 17.0 | 10.9 | -0.3 | -8.7 | 7.1 | -7.9
O=C(Nc1ccc(F)c(F)c1)c1ccccc1 | 7.7 | 3.0 | -50.7 | -61.8 | -52.4 | -1.6 | -67.2 | 5.2 | -18.3 | -25.9 | -31.6
O=C(Nc1ccccc1N1CCOCC1)c1ccc([N+](=O)[O-])o1 | -0.7 | 4.3 | 2.8 | -5.2 | -14.4 | 14.5 | 10.0 | -20.5 | -4.5 | -6.7 | -10.0
Cc1cccc(C(=O)NN2C(=O)C3C(c4ccccc4)C=CC(c4ccccc4)C3C2=O)c1 (configuration not stated) | -11.7 | 10.9 | 18.3 | -1.2 | 19.6 | -16.1 | 11.5 | -3.2 | -1.4 | -5.7 | 7.0
CCCCN1C(=O)/C(=C2/C=CC=CN2C)SC1=S | -16.2 | -21.3 | -59.8 | -26.8 | -34.1 | -4.5 | -2.1 | 7.0 | -10.3 | -17.7 | -16.5
O=C(CCN1C(=O)c2ccccc2C1=O)Nc1sc2c(c1C(=O)NCC1CCCO1)CCC2 (configuration not stated) | -4.4 | -6.9 | 11.2 | -0.7 | -5.5 | 5.5 | -8.2 | -0.2 | -7.3 | -3.1 | -3.4
O=S(=O)(Nc1ccccc1)c1ccc(F)cc1 | 20.2 | 4.5 | 7.0 | -23.0 | 3.4 | -19.9 | 17.9 | -0.2 | 2.0 | -2.9 | -18.4
COc1cc2c(cc1OC)CN(C(=O)/C=C/c1ccc(F)cc1)CC2 | 2.2 | 8.7 | -10.5 | -4.6 | 14.5 | 7.9 | 8.8 | 5.7 | 11.9 | 2.7 | 9.5
Cc1ccc(S(=O)(=O)N(C)CC(=O)O/N=C(\N)c2ccc([N+](=O)[O-])cc2)cc1 | -3.7 | -12.3 | -3.7 | 0.3 | 11.2 | 1.2 | 16.8 | -6.3 | 5.2 | 9.9 | 12.8
CCCN(CC1CC1)C(=O)CSc1nnc(-c2cc(-c3cccs3)nc3ccccc23)o1 | 12.9 | -15.6 | -17.7 | 2.4 | -6.2 | 31.5 | -16.6 | -1.7 | 11.7 | 6.0 | 10.7
O=C(Nc1ccccc1)C1CCN(S(=O)(=O)c2cccs2)CC1 | -8.8 | 12.3 | 17.0 | 6.2 | -10.8 | 16.3 | -20.2 | 14.3 | -1.1 | 12.6 | -7.2
